Source: PubChem BioAssay (several laboratories)
Rad51 HR inh: human RAD51 strand exchange inhibitors, primary screen, biochemical, fluorescence; DNA repair protein RAD51 homolog 1 (Homo sapiens), Q06609; hRad51 DNA strand exchange, fluorescence dequenching; inhibition, % at 10 µM; 0.085% of 200,000 active;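 active = inhibition above 40% at the single screening dose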;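 note: 0% = DMSO control wells and 100% = blanks with heterologous ssDNA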
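Material: hRad51 filaments on single-stranded DNA; Reagent: Donor/quencher-labelled 47-bp dsDNA substrate; Compound: 10 µM final, single point; Schedule: 37 °C 15-min filament assembly, 30-min compound preincubation, 15-min exchange; Technique: FRET fluorescence, excitation 485 nm, emission 520 nm; Benchmarks: control wells and blank wells on each plate.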
KCC2 mod: KCC2 cotransporter modulators, thallium flux, primary screen, cell-based, HEK293 KCC2, FluoZin-2 fluorescence, MLSMR; 2.2% of 190,000 active; B-score of Tl+ flux slope (higher = more flux/activation; lower = inhibition) at 10 µM; KCC2 cells, thallium flux FluoZin-2 fluorescence;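 active = thallium flux slope and its plate-corrected score both differing from the plate sample mean at a set confidence after two filtering rounds, in either direction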;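 note: slope of fluorescence scaled to starting intensity during 10 to 20 s after thallium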
FXIIa inh: human FXIIa protease inhibitors, primary screen, biochemical, 1536-well | purified FXIIa, Boc-QGR-AMC fluorogenic substrate, 2 h | 0.3% of 220,000 active | Coagulation factor XII (Homo sapiens), P00748 | inhibition, % at 5 µM; in the data active = inhibition above about 40%;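 note: 0% = enzyme with no compound and 100% = blank without enzyme; many of its hits are not listed in these tables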
Target sequence (P00748 20-372 limits assumed): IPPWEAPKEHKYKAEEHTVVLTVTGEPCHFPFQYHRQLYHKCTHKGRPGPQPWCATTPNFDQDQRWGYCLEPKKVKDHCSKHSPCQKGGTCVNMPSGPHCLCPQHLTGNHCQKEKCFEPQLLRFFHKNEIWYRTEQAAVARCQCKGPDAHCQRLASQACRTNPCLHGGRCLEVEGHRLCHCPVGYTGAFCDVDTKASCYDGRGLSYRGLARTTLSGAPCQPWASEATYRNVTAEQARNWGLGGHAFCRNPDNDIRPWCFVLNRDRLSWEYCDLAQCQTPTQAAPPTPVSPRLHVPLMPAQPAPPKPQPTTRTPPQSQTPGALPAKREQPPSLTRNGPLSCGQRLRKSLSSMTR
Target sequence (P00748 373-615 limits assumed): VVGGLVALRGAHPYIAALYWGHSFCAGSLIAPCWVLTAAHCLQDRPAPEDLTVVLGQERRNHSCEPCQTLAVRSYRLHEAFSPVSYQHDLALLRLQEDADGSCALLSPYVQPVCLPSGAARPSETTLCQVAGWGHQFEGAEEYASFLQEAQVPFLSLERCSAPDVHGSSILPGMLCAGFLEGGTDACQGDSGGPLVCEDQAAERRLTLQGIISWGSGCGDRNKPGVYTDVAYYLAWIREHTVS
Thrombin inh: human alpha-thrombin inhibitors, primary screen, counter-screen for coagulation protease inhibitor project, biochemical, 1536-well, fluorogenic AMC substrate. AID 1046, 2008. inhibition, % at 5 µM. 0.26% of 220,000 active. Boc-VPR-AMC fluorogenic substrate cleavage;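 active = inhibition at or above 40%; inactive = inhibition below 40%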;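 note: 0% = enzyme with no compound and 100% = wells without enzyme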
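Test system: human alpha-thrombin; medium: pH 7.5 Tris-saline with Tween 20; times: reaction at room temperature; signal: AMC fluorescence at 355 nm excitation and 460 nm emission; also added: Boc-VPR-AMC substrate, 15 µM final; dosing: one concentration per compound, 5 µM, with 0.2% DMSO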
Furin inh: human furin inhibitors, primary screen, biochemical, fluorescence intensity | P09958 | purified furin, fluorogenic substrate cleavage | inhibition, % at 30 µM | 0.061% of 220,000 active; in the data active = inhibition above about 25%; note: inactives centre near -15
KLK5 inh: human KLK5 protease inhibitors, primary screen, biochemical, 1536-well; 0.59% of 210,000 active; inhibition, % at 5 µM; Kallikrein-5 (Homo sapiens), Q9Y337; recombinant hK5, fluorogenic AMC substrate cleavage;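 active = inhibition of 40% or more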;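 note: 0% = enzyme controls without compound and 100% = no-enzyme blanks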
Target sequence (Q9Y337 67-293 limits assumed): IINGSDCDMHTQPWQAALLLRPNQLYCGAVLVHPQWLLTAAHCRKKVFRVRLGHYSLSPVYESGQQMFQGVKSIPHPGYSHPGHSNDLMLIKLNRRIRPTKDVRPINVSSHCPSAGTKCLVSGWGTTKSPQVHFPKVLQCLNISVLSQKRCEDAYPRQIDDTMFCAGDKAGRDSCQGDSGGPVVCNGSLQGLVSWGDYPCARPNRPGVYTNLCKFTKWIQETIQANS
PERK inh: block of dimerizer-induced PERK translation repression, primary screen, PERK inhibitor project, CHO PERK-DD cells, SEAP luminescence, HTS | Eukaryotic translation initiation factor 2-alpha kinase 3 (Homo sapiens), Q9NZJ5 | CHO PERK-DD fusion, SEAP luminescence translation reporter | inhibition, % at 5.6 µM | 0.17% of 220,000 active;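 active = inhibition above the mean inhibition of all tested compounds plus 3 SD, set separately per screening campaign, cut at about 2.9% in these data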;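 note: PERK kinase domain activated by AP20187 dimerizer at 100 nM; 0% = DMSO with dimerizer and 100% = rapamycin at 8.4 µM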
FXIa inh: human FXIa protease inhibitors, primary screen, biochemical, 1536-well | Coagulation factor XI (Homo sapiens), P03951 | purified FXIa, Boc-Glu-Ala-Arg-AMC fluorogenic substrate | inhibition, % at 5 µM | 0.14% of 220,000 active | AID 798, 2007;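 active = inhibition of at least 40%; inactive = inhibition below 40%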;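 note: fluorescence of freed AMC excited at 355 nm; 0% = enzyme without compound and 100% = no enzyme blank; many of its hits are not listed in these tables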
Calpain2 inh: inhibitors of pig calpain II, primary screen, biochemical, fluorogenic peptide substrate, 1536-well; purified calpain II, 30 min; inhibition, % at 16 µM; 0.37% of 220,000 active; AID 1236, 2008;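 active = inhibition above about 50%, limit read from the data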
* = called active by the depositor; nt = no result given; & = joins results of further samples; [ ] = dose if it differs, or a comment. Not all compounds are listed, so the mix of outcomes need not match the whole.

SMILES	Rad51 HR inh	KCC2 mod	FXIIa inh	Thrombin inh	Furin inh	KLK5 inh	PERK inh	FXIa inh	Calpain2 inh
Cc1ccc(SCc2ccc(C(=O)Nc3cccc([N+](=O)[O-])c3)cc2)cc1	1	nt	17	4	-9	20	0.4	3	20
CCc1c(O)nc(SCC(=O)c2ccccc2)n(-c2ccccc2)c1=O	nt	-0.36	16	1	-26	3	1.1	4	-23
O=C(CCNc1ccc(F)cc1)c1cccc([N+](=O)[O-])c1	-8	nt	14	1	-11[20 µM]	2	1.6	1	14
O=C1N(CC(=O)N2CCc3ccccc32)CCN1Cc1ccc(Cl)cc1	-9	-1.3	20	-8	-25[20 µM]	-8	-2.1	-6	-28
CCC(C)NC(=O)C1CCC(=O)N(c2ccc3c(c2)OCO3)C1c1ccc(OC)cc1 (centres undefined)	-2	0.25	5	-7	-27	16	1.4	-7	-12
CCOc1cc(/C=N/NC(=O)CCc2n[nH]c(=O)[nH]c2=O)ccc1O	5	0.064	8	-16	-26	0	0.8	-5	14
COc1cccc(NC(=O)Cc2cn(C)c3ccccc23)c1	2	nt	6	-1	-19[20 µM]	-4	-0.7	2	-6
Cc1cc(C)c(C)c(S(=O)(=O)Nc2ccccc2C(=O)NCCCN2CCOCC2)c1C	1	-2	8	-7	-15	1	0.0	1	-90
O=C(CN1CCSCC1)N/N=C/c1ccc(F)cc1F	-2	2	11	4	-28[20 µM]	1	0.3	3	-10
CCOC(=O)N1CCC(NS(=O)(=O)c2cc(Br)cc3c2N(C(=O)CC)CC3)CC1	nt	0.49	18	-5	-8	-6	-1.0	4	-9
CCN(Cc1ccncc1)C(=S)NCc1ccccc1	-25	0.8	0	-2	-4	-6	-0.4	-7	14
C/C(=N\NC(=O)c1ccc(F)cc1)c1ccc(N2CCOCC2)cc1	9	-0.21	4	-7	3	-2	1.3	-5	18
COc1ccc(CN(C(=O)CN2C(=O)C(C)Oc3ccccc32)C2CCCC2)c(OC)c1 (centres undefined)	0	nt	16	7	-10	12	-0.6	7	22
Cc1cc(SCC(=O)N2CCCC2)nc2ccccc12	3	0.12	1	-22	-21	0	0.2	6	-6
O=C(NCCc1ccc2c(c1)OCCO2)c1cc(F)cc(F)c1	-4	0.5	10	-12	-24	-10	1.1	0	-5
c1ccc(CNc2ccc(CNc3ncn[nH]3)cc2)cc1	-4	0.88	8	-2	-11[20 µM]	-11	0.0	1	-13
COC(=O)c1c(-c2ccc(C)cc2)csc1NC(=O)Cc1ccc(OC)c(OC)c1	nt	-1.2	25	25	-15[20 µM]	33	0.4	17	-62
Cc1n[nH]c(C)c1CCC(=O)N/N=C/c1cccs1	-11	1.2	48*	20	-4	69*	0.1	30	14
COc1ccc(-c2cc(OC)c3c(C)oc(C)c3c(=O)c2)cc1OC	-51	-1.2	14	-2	-36	11	-0.1	-4	4
C[N+](C)(C)CCOc1ccc([N+](=O)[O-])cc1	5	0.31	-4	-9	-4	-16	0.0	-9	27
O=C(Nc1cccc(Cl)c1)Nc1nccs1	-3	0.46	7&11	-3	-15&-16	-12&-5	1.4&1.7	4&5	-11&-1
O=C(NC(=C(Cl)Cl)S(=O)(=O)c1ccc(Cl)cc1)c1ccccc1	13	0.15	6	1	-34	4	1.2	4	5
O=C(COC(=O)c1cccc(S(=O)(=O)N2CCc3ccccc3C2)c1)NCc1ccco1	-10	0.31	13	3	-14	-39	0.4	-4	-236
N#Cc1cccc(C#N)c1Oc1ccc(S(=O)(=O)Nc2ccc(Cl)cc2)cc1	16	0.32	6	1	-19	8	1.8	10	5
O=c1[nH]cc(C(F)(F)F)cc1NS(=O)(=O)c1ccc([N+](=O)[O-])cc1	-2	0.021	-1	-8	-23	-5	0.9	-7	2

Full records from above:
COc1ccc(-c2cc(OC)c3c(C)oc(C)c3c(=O)c2)cc1OC is entered as Rad51 HR inh: -51; KCC2 mod: -1.2; FXIIa inh: 14; Thrombin inh: -2; Furin inh: -36; KLK5 inh: 11; PERK inh: -0.1; FXIa inh: -4; Calpain2 inh: 4
O=c1[nH]cc(C(F)(F)F)cc1NS(=O)(=O)c1ccc([N+](=O)[O-])cc1 is entered as Rad51 HR inh: -2; KCC2 mod: 0.021; FXIIa inh: -1; Thrombin inh: -8; Furin inh: -23; KLK5 inh: -5; PERK inh: 0.9; FXIa inh: -7; Calpain2 inh: 2

Following part
SMILES	Rad51 HR inh	KCC2 mod	FXIIa inh	Thrombin inh	Furin inh	KLK5 inh	PERK inh	FXIa inh	Calpain2 inh
O=C(/C=C/c1cccc([N+](=O)[O-])c1)NCCSCc1ccccc1Cl	-5	-1.8	10	0	-27	5	1.2	6	18
O=C(c1cc([N+](=O)[O-])cc([N+](=O)[O-])c1)N1CCCc2ccccc21	-3	-0.41	3	-7	6	6	0.8	-5	17
CCOc1ccccc1N(CC(=O)Nc1ccccc1C(=O)O)S(C)(=O)=O	3	nt	14	0	-17	-9	1.6	-2	-7
CC(C)CCN1CCN(Cc2nc(-c3ccccc3)cs2)CC1CCO (centres undefined)	-87	-0.5	8	-4	-24	-2	0.5	-2	-12
CCCCOC(=O)C1=C(C)Nc2ncnn2C1c1cccc(OC)c1 (centres undefined)	-8	0.3	4	3	-20	2	-0.9	1	-7
CC(NC(=O)c1cccs1)c1n[nH]c(=S)n1C (centres undefined)	nt	-3.7	2	-6	-18	-18	0.1	-5	-11
O=C(Nc1ccc(F)c(Cl)c1)Nc1ccc(Cl)cn1	nt	0.63	8	-4	-20	1	-0.1	-1	-11
COc1ccc(S(=O)(=O)N2CCCCC2)cc1NC(=O)c1ccc(=O)[nH]c1	4	0.84	nt	-3	-28	0	-0.7	-2	-16
CC(C)CC(C(=O)NCC1CCCO1)N(C(=O)Cn1nnc(-c2ccc(F)cc2)n1)c1ccccc1F (centres undefined)	-12	-0.17	-13	-6	-7[20 µM]	-4	-1.7	-11	-3
CC(Oc1ccc(Cl)cc1Cl)c1nc(-c2ccc(NC(=O)c3ccccn3)cc2)no1 (centres undefined)	-5	1.1	16	0	-18[20 µM]	-3	0.4	9	-66
Cc1ccc(-c2nn(-c3ccccc3)cc2/C=N/NC(=O)c2ccncc2)o1	-8	-0.9	7	nt	-6	1	-0.3	3	-78
CCC(=O)Nc1cccc(-c2csc(-c3ccccc3)n2)c1	11	-4	15	0	-9	-11	0.3	6	-3
COc1ccc(S(=O)(=O)NC(CC(=O)NC2CCCC2)c2ccco2)cc1 (centres undefined)	4	0.15	6	1	-17	8	-1.3	-2	9
CCC(OC(=O)c1cccs1)C(=O)NC1CCCCC1 (centres undefined)	-1	0.17	18	2	-16	-3	-1.4	6	0
COCCCNC(=O)C1CC(=O)N(c2ccc(C)cc2)C1 (centres undefined)	-3	0.46	12	-1	-24	0	0.7	8	-6
Cc1cc(C)n(-c2ccc(Cl)c(C(=O)Nc3ccc(-c4nnc5n4CCCCC5)cc3)n2)n1	-5	-0.28	-12	5	-2	1	-0.8	-6	-22
CCCOc1ccc(N2C(=O)CC(N(C(=O)c3ccco3)c3ccc(OCCC)cc3)C2=O)cc1 (centres undefined)	-3	nt	15	4	-19[20 µM]	-13	-1.4	1	37
COc1ccc(C(F)(F)F)cc1N/C=C\c1nnnn1-c1ccccc1	-1	-0.53	0	-1	-18[20 µM]	-4	-0.3	-2	7
COCCn1nnnc1CN1C2CCCC1CC(NC(C)=O)C2 (centres undefined)	-3	1.4	8	3	-5[20 µM]	-9	0.2	2	1
C=CCNC(=O)NC(=O)COC(=O)c1nc2nccc(C)n2n1	-57	0.17	0	-13	-14	-2	0.8	-4	-4
CC(=O)NCCc1cc2ccc(C)c(C)c2[nH]c1=O	1	0.16	9	-7	-9	-6	0.4	-1	-14
Cc1ccc(C2CC(c3ccco3)=NN2S(C)(=O)=O)cc1 (centres undefined)	9	-0.18	5	-5	-16	-8	0.5	4	-12
COc1ccc(S(=O)(=O)NC2CCCCC2)cc1C	0	-0.68	13	1	-26[20 µM]	3	0.4	6	1
O=C(O)C(Cc1ccccc1)N1C(=O)/C(=C/c2cccnc2)SC1=S (centres undefined)	13	1.1	6	-3	-7	-2	2.0	7	12
COc1ccccc1N1CCN(C(=O)CSc2nnc3n2C(C)(C)Cc2ccccc2-3)CC1	-13	-2.1	-17	-5	-17	-16	-2.0	-21	-3
FC(F)Sc1ccc(NC(=S)NC2CCC(NC(=S)Nc3ccc(SC(F)F)cc3)CC2)cc1 (centres undefined)	-4	1	5	-5	-12[20 µM]	-15	2.1	4	-7
O=C(c1ccco1)N1CCN(C(=O)C2CCN(S(=O)(=O)Cc3ccccc3)CC2)CC1	0	-0.14	16	-1	-21	0	-0.7	-9	-10
COc1cccc(NC(C)C(=O)Nc2cc([N+](=O)[O-])ccc2Cl)c1 (centres undefined)	-2	-2.2	9	-9	-14	4	-0.2	1	18

3 compounds drawn at random from those above:
SMILES	Rad51 HR inh	KCC2 mod	FXIIa inh	Thrombin inh	Furin inh	KLK5 inh	PERK inh	FXIa inh	Calpain2 inh
COc1ccccc1N1CCN(C(=O)CSc2nnc3n2C(C)(C)Cc2ccccc2-3)CC1	-13	-2.1	-17	-5	-17	-16	-2.0	-21	-3
CC(=O)NCCc1cc2ccc(C)c(C)c2[nH]c1=O	1	0.16	9	-7	-9	-6	0.4	-1	-14
O=C(Nc1ccc(F)c(Cl)c1)Nc1ccc(Cl)cn1	nt	0.63	8	-4	-20	1	-0.1	-1	-11

Part of the list above in a different format.
> COCCCNC(=O)C1CC(=O)N(c2ccc(C)cc2)C1 (centres undefined)
  Rad51 HR inh: -3
  KCC2 mod: 0.46
  FXIIa inh: 12
  Thrombin inh: -1
  Furin inh: -24
  KLK5 inh: 0
  PERK inh: 0.7
  FXIa inh: 8
  Calpain2 inh: -6
> CC(C)CCN1CCN(Cc2nc(-c3ccccc3)cs2)CC1CCO (centres undefined)
  Rad51 HR inh: -87
  KCC2 mod: -0.5
  FXIIa inh: 8
  Thrombin inh: -4
  Furin inh: -24
  KLK5 inh: -2
  PERK inh: 0.5
  FXIa inh: -2
  Calpain2 inh: -12
